High-throughput results from PubChem.
PKM2 activator – PKM2 (human) enzyme activation | Potency, µM (highest dose often 57.5 µM), without a hit: top-dose activation, hits mostly activators | P14618 | 260,000 tested, 0.34% active | purified PKM2, Kinase-Glo ATP luminescence, activation; response scale: 0% is enzyme alone, no compound; note: potency is the fitted concentration of half-maximal effect; % is set by controls: 0 for no effect and ±100 for the full control effect; nearly all actives have a fitted effect of over 55% in size
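ATP formation by purified human PK-M2, quantified via coupled luciferase luminescence after 1 h at room temperature with 0.1 mM ADP and 0.5 mM PEP final.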
USP2a inh – inhibitors of human ubiquitin-specific protease USP2a | O75604 | USP2 core, Ub-CHOP2 coupled fluorogenic reporter, 485/531 | Potency, µM (doses to about 38.3 µM), inactives show at the highest dose activity change, negative = inhibition, usual class: inhibitors | 330,000 tested, 0.01% active;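 note: potency is the fitted concentration of half-maximal effect; plate controls were DMSO wells for no effect and full inhibition by NEM control for full effect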
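Deubiquitinase activity read as fluorescence (485/531 nm) after Ub-CHOP2 cleavage activates the enterokinase reporter on its substrate; USP2 core 10nM, Ub-CHOP2 and substrate 25nM each, 30min compound preincubation then 60min RT; data normalized to NEM, curves fitted.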
S-ASM inh – human S-ASM enzyme inhibition; P17405; placental ASM, HMU-PC fluorogenic substrate, 60 min; Potency, µM (highest dose often 57.5 µM), for inactives: top-dose activity change, negative = inhibition, usual class: inhibitors; 340,000 tested, 0.006% active; note: potency is the fitted concentration of half-maximal effect
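HMU-PC0 cleavage (9 uM final) by human placental ASM, 60 min at 37 °C following 10 min compound exposure at RT; stopped at pH 10, fluorescence Ex 386/Em 447 nm.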
GALK inh – blocks human galactokinase activity; 270,000 tested, 0.007% active; Purified GALK, Kinase-Glo residual ATP luminescence; AID 1868; P51570; Potency, µM (titrated, usually from 57.5 µM), for the others: at the highest dose activity change, negative = inhibition, actives largely listed as inhibitors; note: potency is the fitted concentration of half-maximal effect; % is set by controls: 0 for no effect and ±100 for the full control effect
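Compounds were pin-transferred into ATP buffer (35 uM final), then GALK plus galactose (5 nM, 100 uM final) was added. After 1 h at room temperature, Kinase-Glo Plus was added and luminescence read after 10 min.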
hERG WT inh – KCNH2 (human, wildtype) channel inhibition; 340,000 tested, 0.37% active; Q12809; U2OS, BacMam KCNH2, thallium flux FluxOr; stronger effect = lower value; activity change, % at 1.84 µM; AID 720551;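 active = maximum activity change below -70%; inconclusive = maximum activity change between -70% and -50%; inactive = maximum activity change above -50%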; note: % is set by controls: 0 for no effect and ±100 for the full control effect
Target sequence (Q12809 whole entry, looked up): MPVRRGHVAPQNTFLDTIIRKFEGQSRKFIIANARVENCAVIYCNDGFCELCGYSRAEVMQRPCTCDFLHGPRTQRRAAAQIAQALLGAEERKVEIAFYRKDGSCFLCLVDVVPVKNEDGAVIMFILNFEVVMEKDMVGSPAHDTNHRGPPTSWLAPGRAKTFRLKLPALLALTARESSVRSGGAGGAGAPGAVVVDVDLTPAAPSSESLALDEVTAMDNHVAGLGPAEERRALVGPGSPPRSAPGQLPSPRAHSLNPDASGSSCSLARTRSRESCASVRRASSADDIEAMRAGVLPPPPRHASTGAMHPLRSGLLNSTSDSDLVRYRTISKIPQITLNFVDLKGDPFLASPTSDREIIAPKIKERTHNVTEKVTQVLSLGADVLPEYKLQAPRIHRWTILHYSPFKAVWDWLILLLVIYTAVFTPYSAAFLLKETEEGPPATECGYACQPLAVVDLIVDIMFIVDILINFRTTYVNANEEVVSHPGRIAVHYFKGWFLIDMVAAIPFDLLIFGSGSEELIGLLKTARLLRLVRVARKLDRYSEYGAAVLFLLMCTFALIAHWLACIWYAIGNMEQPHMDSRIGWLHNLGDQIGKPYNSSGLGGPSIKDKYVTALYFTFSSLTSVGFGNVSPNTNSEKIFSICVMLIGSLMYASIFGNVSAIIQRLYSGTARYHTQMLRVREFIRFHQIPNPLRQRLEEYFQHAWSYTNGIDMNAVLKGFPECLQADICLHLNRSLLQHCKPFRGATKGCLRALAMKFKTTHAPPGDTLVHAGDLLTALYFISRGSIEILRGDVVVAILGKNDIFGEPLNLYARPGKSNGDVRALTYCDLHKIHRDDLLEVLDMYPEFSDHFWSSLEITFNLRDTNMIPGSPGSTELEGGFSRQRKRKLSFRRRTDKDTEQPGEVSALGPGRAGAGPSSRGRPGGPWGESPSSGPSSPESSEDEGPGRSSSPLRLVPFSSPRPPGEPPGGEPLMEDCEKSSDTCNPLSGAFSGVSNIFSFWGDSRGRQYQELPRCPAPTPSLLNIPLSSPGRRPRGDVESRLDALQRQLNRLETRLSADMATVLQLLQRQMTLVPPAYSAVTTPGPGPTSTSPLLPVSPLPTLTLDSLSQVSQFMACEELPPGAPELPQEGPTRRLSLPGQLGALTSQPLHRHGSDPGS
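U2OS cells were transduced with wild-type KCNH2 virus (2.03 x 10^8 / mL) for 4 h at room temperature, then cultured overnight at 37 C. Thallium flux was read with FluxOr dye. Rate constants were normalized to DMSO controls.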
Mito fusion act – inhibitors of mitochondrial division or activators of mitochondrial fusion. 320,000 tested, 0.23% active. AID 485298. S. cerevisiae fusion-defective mutant growth rescue, CellTiterGlo 48 h. Potency, µM (highest dose often 46.1 µM), without a hit: at the top dose growth rescue (activation), actives largely listed as activators;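 note: potency is the fitted concentration of half-maximal effect; % of control where 0% means no effect; nearly all actives have a fitted effect of over 45% in size; temperature-sensitive fusion mutants such as fzo1-1 at 37 °C on non-fermentable ethanol glycerol medium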
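Yeast fusion mutant, YPEG (non-fermentable carbon), compound, 48 h at 37C non-permissive; CellTiterGlo added, 10 min RT, luminescence read. Rescued growth = division inhibition.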
MBNL1-CUG inh – MBNL1-poly(CUG) RNA binding inhibition; Q9NR56; TR-FRET MBNL1-His/biotin-(CUG)12 binding, 665/545 ratio; Potency, µM (series often up to 57.5 µM), for the others: at the top dose activity change, negative = inhibition, actives largely listed as inhibitors; 280,000 tested, 0.036% active; active = well fitted inhibition curve with a large enough effect in the signal ratio, with a control signal flat, not every such curve was filed as active; inconclusive = small, poorly fitted or top-dose-only effect, or effect the other way, or a change in a side signal; inactive = no such curve, though single readings can be large or run the other way; the % refers to the signal ratio; note: potency is the fitted concentration of half-maximal effect; % is set by controls: 0 for no effect and ±100 for the full control effect
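Compound titration spanned 92 nM–58 uM against the MBNL1-His/biotin-(CUG)12 complex. After 60 min at room temperature with 5 nM streptavidin-XL665 and 0.055 ng/ul terbium anti-His, ratiometric 665/545 nm emission (Ex 340 nm) normalized to controls.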
BCR signal inh – inhibitors of chronic active B-cell receptor signaling | AID 493014 | 340,000 tested, 0.05% active | ABC-DLBCL IkBa-CBG/CBR reporter, luminescence ratio, 4 h | Potency, µM (highest dose often 46.1 µM), for inactives: at the top dose ratio change, negative = lower green/red ratio, hits mostly inhibitors; active = well fitted inhibition curve with a large enough effect in the signal ratio, with a control signal flat, not every such curve was filed as active; inconclusive = small, poorly fitted or top-dose-only effect, or effect the other way, or a change in a side signal; the % refers to the signal ratio;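 note: potency is the fitted concentration of half-maximal effect; plate controls were basal doxycycline-induced cells for no effect and cells given 10 µM MG132 for full effect; MG132 reads +100%, hits lower the ratio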
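TMD8 ABC-DLBCL cells carrying doxycycline-inducible green luciferase fused to IkappaBalpha plus unfused red luciferase were exposed to compounds (up to 46 uM) for 4 hrs at 37C. Activity came from the overlap-corrected green/red luminescence ratio.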
Eya2 inh – blocks the phosphatase activity of human Eya2; O00167; recombinant Eya2, OMFP fluorescence dephosphorylation (OMFP is methylfluorescein phosphate); Potency, µM (highest dose often 76.9 µM), without a hit: at the top dose activity, negative = inhibition, most hits filed as inhibitors; 330,000 tested, 0.006% active; note: potency is the fitted concentration of half-maximal effect; % is set by controls: 0 for no effect and ±100 for the full control effect
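Eya2 (0.2 uM) preincubated 10 min at ambient with compound, then OMFP substrate added at 50 uM; 10 min reaction in 50 mM HEPES pH 7.5, 50 mM NaCl, 5 uM MgCl2, 0.05% BSA, 1 mM DTT. Fluorescence read at Ex 485/Em 525 nm.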
Menin-MLL TR inh – inhibitors of human menin-MLL interaction, mutant MLL peptide; O00255; Potency, µM (titrated, usually from 61.6 µM), for inactives: at the highest dose FP activity change, negative = inhibition, actives largely listed as inhibitors; AID 1768; 270,000 tested, 0.23% active; Menin + Texas Red MLL mutant peptide, fluorescence polarization; active = well fitted inhibition curve with a large enough effect in the polarisation, with a control signal flat, not every such curve was filed as active; inconclusive = small, poorly fitted or top-dose-only effect, or effect the other way, or a change in a side signal; inactive = no such curve, though single readings can be large or run the other way; the % refers to the polarisation; note: potency is the fitted concentration of half-maximal effect; % of control where 0% means no effect; many of its hits are not listed in these tables
TSHR antag – blocks TSH signaling through the human TSH receptor; P16473; TSHR-expressing cells, TSH-stimulated cAMP HTRF, 2 h; stronger effect = lower value; activity change, negative = inhibition, % at 11.5 µM; 330,000 tested, 0.2% active;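 active = activity change below a set negative limit, meaning inhibition stronger than a set level, cut at about -70% in these data; inconclusive = activity change between two set negative limits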; note: % is set by controls: 0 for no effect and ±100 for the full control effect
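TSHR-expressing cells were treated with compounds, then stimulated with TSH at EC80 (4nM final) for 2 hours at 37 deg C. Cellular cAMP was measured by HTRF competition between lysate cAMP and cAMP-d2 for a cryptate-labelled anti-cAMP antibody.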
Numbers without * were called inactive; i = inactive; ? = inconclusive; . = no result given; [ ] = remark or other dose. Unless noted, calls come from the whole dose curve; as a rule, active = well fitted curve in the direction sought with a large enough effect; inconclusive = small, poorly fitted or top-dose-only effect, or another doubt; inactive = no such curve, though single readings can be large; an effect the other way counts as inactive or inconclusive. A portion of the library, so the mix of outcomes need not match the whole.

SMILES | PKM2 activator | USP2a inh | S-ASM inh | GALK inh | hERG WT inh | Mito fusion act | MBNL1-CUG inh | BCR signal inh | Eya2 inh | Menin-MLL TR inh | TSHR antag
CC(C)CCN1CC(C(=O)NC(C)C)CC1=O (stereo not drawn) | -5% | -1% | 0% | -4% | 11 | -5% | 6% | 0% | 16% | 5% | 5
COc1cc2c(cc1NCc1ccc3c(c1)OCO3)oc1ccccc12 | 8% | 4% | -19% | 0% | -8 | 6% | ? | 27% | -5% | ? | -19
C1CCN(C2CCN(c3nc4nonc4nc3N3CCSCC3)CC2)C1 | -6% | -1% | -1% | 4% | 0 | -4% | 15% | 5% | 14% | -21% | -2
Cn1c(=O)oc2cc(S(=O)(=O)NCc3ccc(C(=O)O)cc3)ccc21 | 7% | 2% | 5% | . | 1 | -1% | -5% | ? | 2% | . | -3
COc1ccc(-c2nc(SCC(=O)NC3CCCCC3)n[nH]2)cc1 | -4% | -5% | -1% | -1% | -13 | -1% | -7% | ? | 0% | . | 13
CCCS(=O)(=O)N1CCCC(C(=O)NCc2ccco2)C1 (stereo not drawn) | -8% | -1% | 3% | -1% | -8 | 1% | -9% | -2% | -4% | 0% | 4
COC(=O)C1=CN(C(C)C)C=C(C(=O)OC)C1c1cccc(OC)c1 | 0% | 1% | i | -1% | -5 | 4% | 15% | -5% | 13% | -12% | -4
O=C(C1=NNCC1c1ccccc1)C1CO1 (stereo not drawn) | 6% | 2% | 6% | 0% | 9 | 9% | 17% | 1% | -4% | -12% | 33
Cc1cc(NC(=O)CCC(=O)N(c2cccc(F)c2)C(C(=O)NC2CCCC2)c2ccc(C)o2)no1 (stereo not drawn) | -5% | 4% | 5% | -2% | 1 | 0% | 0% | 3% | 0% | -13% | 0
CC(C)c1ccc(NC2CCCN(C(=O)c3cccc(N4CCNC4=O)c3)C2)cc1 (stereo not drawn) | . | -1% | -4% | -1% | -3 | -2% | 8% | 4% | 1% | -17% | 17
Cc1nccn1CCCNC(=O)CC1C(=O)NCCN1Cc1ccc(F)cc1Cl (stereo not drawn) | 0% | 1% | 3% | 7% | 1 | 2% | -1% | -11% | 11% | . | 0
N#CCCCN1C(=O)C(O)(CC(=O)c2ccc3c(c2)OCCO3)c2ccccc21 (stereo not drawn) | 7% | 1% | -2% | 1% | 0 | 0% | 1% | 6% | 16% | -10% | -4
N#Cc1cc([N+](=O)[O-])cnc1NCC(O)CO (stereo not drawn) | 3% | 0% | -3% | -2% | 0 | -1% | ? | 9% | 2% | -1% | -20
CC(=O)NS(=O)(=O)c1ccc(NC(=O)c2ccc(NC(=O)c3cccs3)cc2)cc1 | . | -1% | 0% | . | -228* | 0% | . | 0% | -8% | . | -3
Cc1[nH]c(=O)c(C(=O)/C=C/c2ccccc2F)c2c1CCCC2 | -1% | -1% | -3% | -2% | 16 | -11% | -8% | ? | 3% | ? | 16
CCOc1ncccc1C(=O)N(CC)CC(=O)NCc1ccc(Cl)cc1 | 3% | 0% | 4% | -1% | 4 | -1% | 3% | 4% | 4% | 12% | 18
FC(F)(F)c1cc(CO[C@@H]2CCCN[C@@H]2c2ccccc2)cc(C(F)(F)F)c1 | . | -1% | -2% | . | 0 | -18% | . | ? | -5% | . | 7
O=C(NCCC(=O)N1CCC2(CC1)NCCc1[nH]cnc12)c1cccc(Cl)c1 | . | -2% | 5% | 6% | 1 | -2% | -3% | -5% | -1% | . | 0
COC(=O)c1sc(NC(=O)CSc2nnnn2-c2cccc(OC)c2)nc1C | -16% | 1% | -1% | 1% | 1 | 0% | ? | -9% | -3% | -1% | -9
Cc1ccccc1CC(=O)Nc1cc(C(C)(C)C)on1 | -3% | -1% | 1% | -3% | -13 | -5% | -2% | -3% | -4% | 16% | -2
Clc1ccc(OCCSCc2nc3ccccc3[nH]2)cc1 | 10% | 2% | -2% | 0% | -3 | ? | -15% | 10% | -20% | 7% | -12
Cc1ccc(CCNC(=O)CCS(=O)(=O)c2cc3c(cc2C)NC(=O)CO3)cc1 | -3% | 2% | 0% | . | 3 | -1% | 2% | 2% | 3% | ? | 6
Cc1cccc(-c2ncc(CN3CCCC(CO)(Cc4ccccc4C)C3)cn2)c1 (stereo not drawn) | -4% | -8% | 1% | 2% | 13 | 5% | -14% | -1% | 8% | 0% | -5
CCOC(=O)c1sc(NC(=O)CCCCCN2C(=O)c3cccc4cccc(c34)C2=O)nc1C | -3% | 6% | 1% | -1% | 4 | 1% | 2% | -1% | -2% | . | 14
COC(=O)CCC(=O)OC1(C)C(=O)C=C2C=C3CCCN3C=C2C1=O (stereo not drawn) | -8%[11.5 µM] | -8% | 5% | 0% | -3 | 7% | ? | 3% | 3% | 1%[11.7 µM] | 1
Cc1cccc(NC(=S)NCCO)c1C | -7% | 0% | 5% | -2% | -10 | -3% | . | 1% | -4% | 13% | 7
COc1ccc(OC)c(NC(=O)Cc2ccc(NC3=NC4CS(=O)(=O)CC4S3)cc2)c1 (stereo not drawn) | 2% | 0% | 0% | . | 7 | -3% | -3% | -5% | -2% | -19% | -2
Cn1c(SCC(=O)c2ccc(F)cc2)nnc1-c1ccccc1N | 2% | -4% | 2% | 3% | -6 | 2% | -3% | ? | -7% | 10% | 14
O=C(NC1CCCC1)c1ccc2c(c1)N(Cc1ccccc1)CCS2 | . | 3% | 137%[activator] | 0% | 1 | -3% | 141%[activator] | 10% | -1% | 4% | 9
CCOC(=O)Nc1ccc2c(CN3CCN(S(=O)(=O)c4ccccc4)CC3)cc(=O)oc2c1 | 0% | -1% | 2% | -2% | -12 | 15% | -8% | -1% | -2% | -5% | -42

Looked up above:
PKM2 activator, COc1ccc(OC)c(NC(=O)Cc2ccc(NC3=NC4CS(=O)(=O)CC4S3)cc2)c1 (stereo not drawn) : 2%
TSHR antag, CCOC(=O)Nc1ccc2c(CN3CCN(S(=O)(=O)c4ccccc4)CC3)cc(=O)oc2c1 : -42

(listing goes on)
SMILES | PKM2 activator | USP2a inh | S-ASM inh | GALK inh | hERG WT inh | Mito fusion act | MBNL1-CUG inh | BCR signal inh | Eya2 inh | Menin-MLL TR inh | TSHR antag
CCOCCCNC(=O)C1CCN(c2cc(C)nc3c(-c4ccc(OC)c(OC)c4)c(C)nn23)CC1 | -1% | 3% | 0% | 2% | -5 | 1% | 0% | -2% | -11% | -10% | 1
COCc1cc([C@@H]2C[C@H]3CN(c4ccccc4)C(=O)[C@]34CCCN24)ccc1OC | 2% | 0% | -1% | 0% | 21 | 4% | 3% | -21% | -7% | -27% | 3
CCCNC(=O)CSc1nnc(-c2ccco2)n1C | 2% | -1% | 3% | 1% | 9 | 2% | 4% | 2% | -9% | -1% | 11
Cc1cc(Cl)ccc1NC(=O)CCN1C(=O)C2CCCCC2C1=O (stereo not drawn) | . | 3% | -4% | . | -2 | 0% | . | 2% | 14% | . | 3
Clc1ncnc2c1oc1ccccc12 | 0% | 0% | -2% | -3% | -15 | -6% | -2% | ? | ? | 1% | -9
COC(=O)CCC(=O)Nc1ccc(N=Nc2ccccc2)cc1 | -2% | 2% | -15% | 5% | 11 | 8% | 19% | -13% | -10% | ? | -11
CCCS(=O)(=O)N1CCCC(C(=O)N2CCOCC2)C1 (stereo not drawn) | -4% | -1% | 1% | 4% | -2 | 2% | -1% | -4% | 7% | -4% | 9
COc1ccc(C(=O)N/C(=C\c2cn(C)c3ccccc23)C(=O)OCC(C)C)cc1 | -4% | -6% | 8% | 2% | 29 | -15% | . | -13% | -8% | -1% | 11
CCOC(=O)C1(C/C(C)=N/NC(N)=O)CC(C)OC1=O (stereo not drawn) | 5% | 1% | -3% | . | -1 | -7% | -2% | 7% | 2% | 0% | 11
O=C1CC(N2CCN(C3CC(=O)N(CCc4ccccc4)C3=O)CC2)C(=O)N1CCc1ccccc1 (stereo not drawn) | 2% | 2% | -3% | 2% | -4 | 2% | 5% | ? | 9% | 12% | 3
